# Screening results deposited in PubChem BioAssay by several laboratories.
# MC4R barr agon – human MC4R agonism via beta-arrestin | P32245 | U2OS MC4R beta-arrestin complementation, luminescence; percent of melanotan II response, DMSO zero | activation, % at 8.9 µM | 360,000 compounds, 0.98% hits;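 active = activation above a per-plate cutoff, the mean activation of sample wells on that plate plus 3 SD, cut at about 8% in these data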
# H9c2 protect – myocardial damage modulation in H9c2 cells | H9c2 cardiomyocytes, H2O2 injury protection, ATPLite, 2 h | 360,000 compounds, 0.63% hits | protection from H2O2 cell death, % at 20 µM;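 active = compounds giving at least 50% protection of heart cells from peroxide-induced death in the single-dose screen, raw or plate-pattern-corrected value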;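 also: 0% = DMSO wells with peroxide and 100% = DMSO wells without peroxide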
# MC4R antagonist – human MC4R antagonism in cAMP assay; P32245; MC4R-expressing cells, MTII-stimulated cAMP, LANCE TR-FRET; inhibition, % at 6.5 µM; 360,000 compounds, 0.48% hits;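 active = inhibition above its plate's cutoff, the mean of tested wells on that plate plus 3 SD, cut at about 29% in these data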;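 also: 0% = Melanotan II alone and 100% = Melanotan II plus saturating MCL0020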
#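 Material: U2OS-MC4R stable cell line | Reagent: Melanotan II challenge after compound preincubation | Doses: One concentration, 6.5 µM nominal | Incubation: 30-min compound preincubation, 1-h Melanotan II challenge, 1-h detection, room temperature | Signal: TR-FRET cAMP assay | Replicates: One well per compound, no replicates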
# ABHD5 PLIN5 PPI – inhibitors of human ABHD5-perilipin-5 interaction. Q00G26+Q8WTS1. Split G. princeps luciferase complementation, luminescence, 4 h. inhibition, % at 4 µM. 360,000 compounds, 0.78% hits;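 active = inhibition above the mean inhibition across every tested compound plus 3 SD, cut at about 22% in these data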;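 also: 0% = DMSO only wells and the 100% control is not disclosed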
# Glyco luc inh – blocks N-linked glycosylation in D54 reporter cells. D54 ERlucT glycosylation luciferase reporter, 24 h; percent of 100 nM tunicamycin response. AID 588692. reporter increase, % at 12.5 µM. 360,000 compounds, 0.23% hits;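 active = mean luciferase reporter signal, scaled so untreated is 0 and the glycosylation-blocking control 100, at or above a set limit in every replicate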;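 also: luciferase carries N-glycosylation sites so blocking glycosylation raises the light; 0% = median of neutral control wells and 100% = median of 100 nM tunicamycin wells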
# m5-HT2A agonist – agonists of mouse serotonin 5-HT2A receptor (HTR2A); 360,000 compounds, 0.66% hits; activation, % at 7.6 µM; CHO-K1 mHTR2A beta-arrestin complementation, luminescence; percent of 30 µM serotonin response; P35363; AID 624169;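 active = activation above a run cutoff, the mean activation of all tested compounds plus 3 SD, cut at about 14% in these data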;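 also: 0% = plate median of compound wells and 100% = 30 µM serotonin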
# ABCB6 inh 2 – blocks the human ABCB6 transporter | fluorescence ratio to DMSO, % at 10 µM | AID 602162 | K562-ABCB6 porphyrin accumulation, flow cytometry, 1 h; stronger effect = lower value | 360,000 compounds, 0.19% hits | Q9NP58;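 active = fluorescence ratio to DMSO below 75%, the collection mean minus 3 SD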;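 also: signal is porphyrin accumulated inside mitochondria; 100% equals median channel fluorescence of DMSO control wells; lower ratio means ABCB6 inhibition with less porphyrin fluorescence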
# Target sequence (Q9NP58 whole entry, looked up): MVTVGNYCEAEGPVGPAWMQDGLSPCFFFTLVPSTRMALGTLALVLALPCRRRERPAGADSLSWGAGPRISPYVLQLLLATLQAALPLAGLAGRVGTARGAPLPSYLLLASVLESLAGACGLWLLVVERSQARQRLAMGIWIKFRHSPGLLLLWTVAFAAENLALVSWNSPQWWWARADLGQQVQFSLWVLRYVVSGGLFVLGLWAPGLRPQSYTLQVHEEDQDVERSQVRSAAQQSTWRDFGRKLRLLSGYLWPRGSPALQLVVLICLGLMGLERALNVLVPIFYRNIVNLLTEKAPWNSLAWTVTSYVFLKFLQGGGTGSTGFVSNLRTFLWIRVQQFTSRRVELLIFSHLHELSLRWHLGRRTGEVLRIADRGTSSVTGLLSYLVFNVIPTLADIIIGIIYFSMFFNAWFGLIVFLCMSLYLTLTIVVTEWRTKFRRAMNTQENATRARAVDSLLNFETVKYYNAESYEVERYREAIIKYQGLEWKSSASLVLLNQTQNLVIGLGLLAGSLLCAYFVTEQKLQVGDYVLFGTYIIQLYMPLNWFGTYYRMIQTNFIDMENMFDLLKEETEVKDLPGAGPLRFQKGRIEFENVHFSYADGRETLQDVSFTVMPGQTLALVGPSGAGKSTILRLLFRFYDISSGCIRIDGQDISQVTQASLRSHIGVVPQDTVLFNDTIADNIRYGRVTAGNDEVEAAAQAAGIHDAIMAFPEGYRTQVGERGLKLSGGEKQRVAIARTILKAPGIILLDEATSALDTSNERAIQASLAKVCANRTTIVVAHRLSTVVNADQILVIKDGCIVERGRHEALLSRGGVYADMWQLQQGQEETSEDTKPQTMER
# CaV13 FRET inh – Disruptors of the CACNA1D IQ motif to Ca2+-dependent inactivation inhibitor domain association, primary screening, Förster resonance energy transfer in intact living …; HEK cells, CFP/YFP FRET ICDI-IQ, plate reader, 10 min; percent FRET-ratio fall versus neutral wells; inhibition, % at 12.3 µM; 340,000 compounds, 0.098% hits; AID 743397;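 active = mean replicate inhibition of at least 30% and at least 1% of replicates passing that level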;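 also: 0% = median of the neutral control wells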
# PDI turbidity – blocks human protein disulfide isomerase activity | 350,000 compounds, 0.052% hits | inhibition, % at 10 µM | PDI insulin aggregation turbidity, A650, 90 min | AID 588391 | P07237;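 active = mean inhibition across replicates of 30% or more, whatever share of single replicates reach that level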;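 also: absorbance from insulin aggregation driven by PDI reduction with DTT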
# Exocytosis inh – blocks lytic granule exocytosis; TALL-104 LAMP-1 surface exposure, flow cytometry; cells stimulated with thapsigargin and PMA; inhibition, % at 10 µM; 360,000 compounds, 0.66% hits;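 active = inhibition above about 55%, limit read from the data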
# * marks the source's active call; other numbers are inactive results; nt = not tested or not shown.
SMILES,MC4R barr agon,H9c2 protect,MC4R antagonist,ABHD5 PLIN5 PPI,Glyco luc inh,m5-HT2A agonist,ABCB6 inh 2,CaV13 FRET inh,PDI turbidity,Exocytosis inh
O=[N+]([O-])c1ccc(OCc2cnc(Cl)s2)cc1,-1.5,1,11,2,1,-5,103,-6,-8,2
COc1ccc(CN(C)CC(=O)NC(C)c2ccccc2)cc1OC (centres undefined),0.6,4,-6,-8,0,0,89,-4,-2,2
CCOC(=O)C1CCCN(C(=O)CCCn2nnnc2CN2CCC(C)CC2)C1 (centres undefined),1.4,-5,2,5,2,1,103,-3,1,-12
Cc1cc2c(cc1S(=O)(=O)NCc1ccccc1)NC(=O)CO2,-2.6,1,-4,0,-2,2,95,-14,6,6
COCCCNC(=O)Cn1c(=O)n(Cc2ccc(F)cc2)c(=O)c2sccc21,-0.1,18,-6,2,1,8,94,nt,-4,17
Cc1csc(NC(=O)/C=C/c2ccc(C)o2)n1,-1.4,-1,4,5,3,1,100,-3,10,4
Cc1nc2c3cc(F)ccc3n(Cc3ccccc3F)c2s1,2.4,-7,-20,-31,16,-3,96,-5,9,14
c1ccc2c(c1)NC1(CCCCCC1)n1c-2nc2ccccc21,-2.1,-6,2,2,1,7,81,-6,-8,2
CNC(=S)Nc1cc(Cl)ccc1Oc1ccccc1,0.7,1,23,-1,0,1,99,-18,5,-4
Cc1ccc(NC(=O)CSCC(=O)Nc2nnc(C)s2)cc1,-1.3,-2,6,-7,1,0,96,-6,1,-3
O=C(C1=C[C@H](c2ccc(C(F)(F)F)cc2)C[C@H](OCCCCO)O1)N1CCN(Cc2ccc3c(c2)OCO3)CC1,1.5,-4,5,-8,-5,1,91,-9,4,-8
Cc1ccc(S(=O)(=O)N2CCC(C(=O)OC(C)C(=O)NC(N)=O)CC2)cc1C (centres undefined),-0.8,0,7,-4,0,10,101,-14,-4,-4
CC(=O)Nc1ccc(S(=O)(=O)N(C)CC(=O)OC(C)C(=O)N(C)Cc2ccccc2)cc1 (centres undefined),0.0,3,10,-1,3,6,97,-5,5,2
CCn1c(NC(=O)c2ccc(F)cc2)c2ccccc2nc1=O,-0.5,0,14,0,6,0,96,-4,4,-3
CNC(=O)c1c(NC(=O)CCS(=O)(=O)c2ccccc2)sc(C)c1C,-0.8,4,-1,0,0,-1,94,-16,-4,-3
COc1ccc(C(=O)NCC2COc3ccccc3O2)cc1S(=O)(=O)N1CCOCC1 (centres undefined),-0.8,9,-6,-1,0,0,94,-2,8,-4
CCN(C(=O)COC(=O)c1ccc(N2C(=O)c3ccccc3C2=O)cc1)C1CCS(=O)(=O)C1 (centres undefined),-1.1,-4,22,2,1,0,95,-6,-2,-1
CCOC(=O)N1CCC(NC(=O)c2cccn3c(=O)c4cc(Br)ccc4nc23)CC1,0.9,4,21,1,3,4,101,-3,-6,-4
Cc1ccc(NC(=O)c2ccc3ccccc3n2)cc1S(=O)(=O)N1CCOCC1,1.8,8,14,2,-3,3,102,-2,-3,1
COc1cc(-c2nc3ccccc3c(=O)n2N)cc(OC)c1OC,-0.1,7,-5,-2,2,0,101,-4,-13,5
Cc1cccc(-c2cc3nc4c(c(NCc5ccco5)n3n2)CCCC4)c1,-2.8,-22,14,-3,-6,-3,93,-10,9,-7
CN(CC(=O)Nc1ccc(Cl)c(Cl)c1)C(=O)CNC(=O)Cc1ccccc1,-1.9,-5,1,5,0,-2,102,-3,14,0
CCC(c1nnc(SCC(=O)Nc2ccc(Cl)cc2C(F)(F)F)n1C1CCCCC1)N(C)C (centres undefined),-0.8,6,5,-3,-2,-6,83,-5,0,20
COc1ccc(/C=N/NC(=O)COc2cc(C)cc(C)c2)cc1COC(C)=O,5.8,3,-11,8,2,4,98,-4,-17,-3
Cc1cc(C)n(-c2ccc(C(=O)OCC(=O)c3c(N)n(C)c(=O)n(C)c3=O)cc2)n1,-0.8,5,-5,0,-1,-2,88,-5,5,4

# Remaining list, next part
SMILES,MC4R barr agon,H9c2 protect,MC4R antagonist,ABHD5 PLIN5 PPI,Glyco luc inh,m5-HT2A agonist,ABCB6 inh 2,CaV13 FRET inh,PDI turbidity,Exocytosis inh
CCC(=O)N1CCN=C1SCc1ccccc1,0.0,6,-2,3,-2,0,100,-2,nt,-3
COc1cccc(N2CCN(C(=O)c3ccc(=O)oc3)CC2C)c1 (centres undefined),-0.8,7,-2,-1,0,21*,103,-6,9,2
CCc1c(C(=O)N/N=C/c2ccsc2)csc1C,-0.4,0,10,1,4,-3,96,-6,10,0
Cc1ccccc1N(CC(=O)NC1CCCCC1)C(=O)CNC(=O)c1cccs1,1.9,6,30*,-8,-1,0,101,-3,6,-11
O=C(c1ccc2c(c1)OCO2)N1CCc2ccccc2C1,-3.1,-12,2,1,-2,-3,104,-5,0,-2
O=C(c1c(Cl)nc2sccn12)N1CCCc2ccccc21,-2.6,2,5,-3,2,0,97,-2,0,2
Cc1cccc(Oc2coc3cc(OC(=O)c4cccs4)ccc3c2=O)c1,-2.1,-6,0,-1,0,-1,92,nt,-4,0
CCC(C(=O)NC1CCCC1)N(C(=O)Cn1nnc(-c2cccs2)n1)c1cnc2ccccc2c1 (centres undefined),-0.6,18,3,-8,0,13,105,-5,-10,1
CCC(C)NCCOCCOc1ccc(Br)cc1C (centres undefined),-1.0,4,1,4,-1,-2,101,-19,-6,0
O=C(COCc1cc(-c2ccc3c(c2)OCO3)on1)Nc1cccnc1Cl,-1.6,-2,7,-10,1,2,102,-6,-3,-8
CCN(c1ccccc1)S(=O)(=O)c1ccc(C(=O)Nc2ccncc2)cc1,1.5,-13,4,2,0,10,94,-1,0,-12
CC(C)CCN1CCN(Cc2ccc(C#CC(C)(C)O)s2)CC1CCO (centres undefined),-1.5,-1,5,4,-3,1,94,-6,-3,-3
CCC(C)C(NC=C1C(=O)OC(C)(C)OC1=O)C(=O)O (centres undefined),4.8,4,9,12,0,0,97,-9,-10,2
CC(C)(C)OC(=O)N(Cc1ccccc1)Cc1ccccc1OCc1cccc(NC(=O)C2CC2)c1,0.1,-7,7,-4,-8,-4,95,-7,2,-3
COc1ccccc1OCc1nnc(SCC(N)=O)n1-c1ccccc1,-1.2,-2,-2,-1,-2,4,102,-12,20,-5
Cc1cc(N2C(=O)C3C4CCC(C4)C3C2=O)no1 (centres undefined),3.8,-4,1,5,2,11,98,-6,-6,21
COc1ccccc1NC(=O)c1ccc2c(=O)n3c(nc2c1)CCC3,-3.7,-2,7,13,0,0,104,-6,3,-2
CCOc1cc(CNCCO)c(Cl)cc1OCC(=O)NCCc1ccccc1,-1.6,3,1,-2,-1,-2,98,-8,-13,-2
Cc1ccc(OC(=O)c2cc3ccccc3o2)cc1,0.7,-13,5,-6,1,1,98,nt,4,2
CC(=O)c1cnc2cc(-c3ccccc3)nn2c1C,0.5,-3,9,7,-2,-1,100,-8,-1,-4
Cc1ccc(Cl)cc1NC(=O)c1cc2ccccc2cc1O,8.4*,-22,26,-3,-9,5,98,-17,-2,8
COc1ccc(/C=N/N=C2\SCC(=O)N2c2c(C)n(C)n(-c3ccccc3)c2=O)cc1OC,0.5,8,8,-2,-1,-1,101,-4,2,-7
N=C1C(c2ccccc2)=C(O)CN1c1ccccc1N1CCOCC1,-1.0,-4,3,-1,0,-4,101,-6,6,-2
CCn1ncc(Br)c1C(=O)Nc1sc2c(c1C(=O)OC)CCC2,0.3,-10,-4,-3,4,3,102,nt,-6,1
COC(=O)C1C(O)=CC(=O)CC1C (centres undefined),-2.1,4,3,0,2,2,89,-4,-3,2
O=C(Nc1ccc(NC(=O)c2sc3ccccc3c2Cl)cc1Cl)c1ccco1,36*,-10,0,-3,-1,0,108,-7,-3,1
CC(C)N1C(=O)CCC1C(=O)NCc1cccs1 (centres undefined),-1.1,-2,7,-2,0,23*,94,-2,-7,3
Clc1cccc(-c2nnc(SC/C=C/c3ccccc3)n2Cc2ccco2)c1,1.6,-4,-3,-1,-4,-4,92,-7,2,10

# Entries above that contain an aryl methoxy group, in the order listed:
SMILES,MC4R barr agon,H9c2 protect,MC4R antagonist,ABHD5 PLIN5 PPI,Glyco luc inh,m5-HT2A agonist,ABCB6 inh 2,CaV13 FRET inh,PDI turbidity,Exocytosis inh
COc1ccc(CN(C)CC(=O)NC(C)c2ccccc2)cc1OC (centres undefined),0.6,4,-6,-8,0,0,89,-4,-2,2
COc1ccc(C(=O)NCC2COc3ccccc3O2)cc1S(=O)(=O)N1CCOCC1 (centres undefined),-0.8,9,-6,-1,0,0,94,-2,8,-4
COc1cc(-c2nc3ccccc3c(=O)n2N)cc(OC)c1OC,-0.1,7,-5,-2,2,0,101,-4,-13,5
COc1ccc(/C=N/NC(=O)COc2cc(C)cc(C)c2)cc1COC(C)=O,5.8,3,-11,8,2,4,98,-4,-17,-3
COc1cccc(N2CCN(C(=O)c3ccc(=O)oc3)CC2C)c1 (centres undefined),-0.8,7,-2,-1,0,21*,103,-6,9,2
COc1ccccc1OCc1nnc(SCC(N)=O)n1-c1ccccc1,-1.2,-2,-2,-1,-2,4,102,-12,20,-5
COc1ccccc1NC(=O)c1ccc2c(=O)n3c(nc2c1)CCC3,-3.7,-2,7,13,0,0,104,-6,3,-2
COc1ccc(/C=N/N=C2\SCC(=O)N2c2c(C)n(C)n(-c3ccccc3)c2=O)cc1OC,0.5,8,8,-2,-1,-1,101,-4,2,-7

# Reformatted with each value named: entries from further up
CCc1c(C(=O)N/N=C/c2ccsc2)csc1C
  MC4R barr agon: -0.4	H9c2 protect: 0	MC4R antagonist: 10	ABHD5 PLIN5 PPI: 1	Glyco luc inh: 4	m5-HT2A agonist: -3	ABCB6 inh 2: 96	CaV13 FRET inh: -6	PDI turbidity: 10	Exocytosis inh: 0

O=C(COCc1cc(-c2ccc3c(c2)OCO3)on1)Nc1cccnc1Cl
  MC4R barr agon: -1.6	H9c2 protect: -2	MC4R antagonist: 7	ABHD5 PLIN5 PPI: -10	Glyco luc inh: 1	m5-HT2A agonist: 2	ABCB6 inh 2: 102	CaV13 FRET inh: -6	PDI turbidity: -3	Exocytosis inh: -8

Cc1ccc(NC(=O)CSCC(=O)Nc2nnc(C)s2)cc1
  MC4R barr agon: -1.3	H9c2 protect: -2	MC4R antagonist: 6	ABHD5 PLIN5 PPI: -7	Glyco luc inh: 1	m5-HT2A agonist: 0	ABCB6 inh 2: 96	CaV13 FRET inh: -6	PDI turbidity: 1	Exocytosis inh: -3
